Tb PFK inh: qHTS Assay to Find Inhibitors of T. brucei phosphofructokinase. AID 485367, 2010. ATP-dependent 6-phosphofructokinase (Trypanosoma brucei brucei), O15648. T. brucei PFK, ADP-Glo luminescence. hit rate 0.17% among 330,000. Potency, µM (series often up to 57.5 µM), without a hit: at the highest dose activity, negative = inhibition, usual class: inhibitors;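 further: potency means the concentration at half of the fitted maximal effect; 0% = uninhibited 1x PFK enzyme wells and -100% = no-enzyme wells; nearly all actives have a fitted effect of over 60% in size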
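Luminescent ADP detection (ADP-Glo, two-step: ATP depletion then ADP-to-ATP conversion for luciferase) reported PFK activity after 45 min room-temperature reaction of 1.25 nM enzyme with 0.5 mM F6P and 0.1 mM ATP at pH 8.0.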
TCR activator: Activators of T cell receptors: qHTS campaign; primary human leukocytes, anti-CD3, IL-2 HTRF, 48 h; Potency, µM (highest dose often 9.22 µM), without a hit: at the top dose activation of IL-2 secretion, most hits filed as activators; 330,000 tested, under 10 active; further: % of control where 0% means no effect
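IL-2 produced over 48 hr by a-CD3 bead-stimulated primary human leukocytes exposed to compounds was detected with a homogeneous time-resolved FRET immunoassay, 665nm acceptor signal after 320nm excitation.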
AT treatment: qHTS Assay for Identifying a Potential Treatment of Ataxia-Telangiectasia | […] A-T fibroblasts, KAP-1 phosphorylation AlphaLISA; neocarzinostatin DNA damage 30 min before lysis | Potency, µM (highest dose often 57.5 µM), for the others: at the highest dose activation, usual class: activators | hit rate 0.19% among 320,000; further: potency means the concentration at half of the fitted maximal effect; % of control where 0% means no effect; nearly all actives have a fitted effect of over 45% in size
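hTERT-immortalized A-T patient fibroblasts ([…]), 500 cells/well in OPTI-MEM, 1% FBS, got compounds for 60 min, then NCS for 30 min at 37C. Lysates were then assayed for phospho-KAP-1 by AlphaLISA (anti-pKAP1 donor, anti-KAP1 acceptor beads), 6 hr at 25C.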
GALK inhibitor: qHTS Assay for Inhibitors of Human Galactokinase (GALK); Purified GALK, Kinase-Glo residual ATP luminescence; hit rate 0.007% among 270,000; P51570; AID 1868, 2009; Potency, µM (series often up to 57.5 µM), for inactives: at the highest dose activity change, negative = inhibition, hits mostly inhibitors; further: potency means the concentration at half of the fitted maximal effect; on the % scale 0 is the no-effect control and ±100 the full control effect
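ATP-depletion format; final 35 uM ATP, 100 uM D-galactose, 5 nM enzyme; pH 8.0 HEPES/Mg2+ buffer; 60 min RT; luminescence read 10 min after detection reagent.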
BCR signal inh: qHTS Assay to Find Inhibitors of Chronic Active B-Cell Receptor Signaling; ABC-DLBCL IkBa-CBG/CBR reporter, luminescence ratio, 4 h; Potency, µM (titrated, usually from 46.1 µM), for the others: at the top dose ratio change, negative = lower green/red ratio, most hits filed as inhibitors; hit rate 0.05% among 340,000; AID 493014, 2011; active means well fitted inhibition curve with a large enough effect in the signal ratio, with a control signal flat, not every such curve was filed as active; inconclusive means small, poorly fitted or top-dose-only effect, or effect the other way, or a change in a side signal; the % refers to the signal ratio;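 further: potency means the concentration at half of the fitted maximal effect; plate controls were basal doxycycline-induced cells for no effect and cells given 10 µM MG132 for full effect; MG132 reads +100%, hits lower the ratio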
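TMD8 ABC-DLBCL cells carrying doxycycline-inducible green luciferase fused to IkappaBalpha plus unfused red luciferase were exposed to compounds (up to 46 uM) for 4 hrs at 37C. Activity came from the overlap-corrected green/red luminescence ratio.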
FBPA coupling cs: qHTS Assay for Inhibitors of Fructose-1,6-bisphosphate Aldolase from Giardia Lamblia: Coupling assay counterscreen; coupling enzyme system counterscreen, AmpLite Red fluorescence; activity change, negative = inhibition, % at 58.2 µM, hits read low; hit rate 0.67% among 290,000; AID 2472, 2010; in the data active means activity change below about -30%; further: on the % scale 0 is the no-effect control and ±100 the full control effect
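Final compound at 57.5 uM, incubated 10 min at RT with coupling enzyme reagent (glyceraldehyde-3-phosphate), then 20 min with substrate and AmpLite Red detection. Fluorescence read at 525/598 nm; tests interference with the coupling assay, not aldolase inhibition.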
hERG WT inh: qHTS for Inhibitors of KCHN2 3.1: Wildtype qHTS | Voltage-gated inwardly rectifying potassium channel KCNH2 (Homo sapiens), Q12809 | U2OS, BacMam KCNH2, thallium flux FluxOr; hits give low values | hit rate 0.37% among 340,000 | AID 720551, 2013 | activity change, % at 1.84 µM;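 active means maximum activity change below -70%; inconclusive means maximum activity change between -70% and -50%; inactive means maximum activity change above -50%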; further: on the % scale 0 is the no-effect control and ±100 the full control effect
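U2OS cells were transduced with wild-type KCNH2 virus (2.03 x 10^8 / mL) for 4 h at room temperature, then cultured overnight at 37 C. Thallium flux was read with FluxOr dye. Rate constants were normalized to DMSO controls.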
CXXC DNA block: qHTS Fluorescence Polarization Assay for Inhibitors of MLL CXXC domain - DNA interaction; Histone-lysine N-methyltransferase 2A (Homo sapiens), Q03164; MLL-CXXC / FITC-HOXA9 DNA fluorescence polarization; Potency, µM (doses to about 115 µM), for inactives: at the highest dose activity change, negative = inhibition, most hits filed as inhibitors; hit rate 0.037% among 290,000; active means well fitted inhibition curve with a large enough effect in the polarisation, with a control signal flat, not every such curve was filed as active; inconclusive means small, poorly fitted or top-dose-only effect, or effect the other way, or a change in a side signal; inactive means no such curve, though single readings can be large or run the other way; the % refers to the polarisation; further: potency means the concentration at half of the fitted maximal effect
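Purified MLL-CXXC (added from a 7 uM solution) was preincubated 5 min at ambient with pinned compounds in 50 mM Tris-HCl pH 7.5, 50 mM NaCl, 1 mM DTT, 0.05% BSA. Fluorescein-labeled HOX-A9 DNA (50 nM solution) followed, 30 min, then polarization read.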
Giardia killer: Small Molecules that selectively kill Giardia lamblia: qHTS; hit rate 0.15% among 340,000; Giardia lamblia trophozoite viability; AID 540267, 2011; activity change, % at 7.66 µM, hits read low; in the data active means activity change below about -80%; inconclusive means between about -30% and that limit;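 further: parasites exposed to compound for two days anaerobically before the ATP read; on the % scale 0 is the no-effect control and ±100 the full control effect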
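Giardia trophozoites, 100 cells per well, were exposed to compounds for 48 hrs at 37 deg C under anaerobic conditions; viability was then read as ATP content by bioluminescence after 15-30 min at room temperature.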
TSHR antag: Antagonists of the Thyroid Stimulating Hormone Receptor: HTS campaign. TSHR-expressing cells, TSH-stimulated cAMP HTRF, 2 h; hits give low values. activity change, negative = inhibition, % at 11.5 µM. hit rate 0.2% among 330,000. AID 504810, 2011;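 active means activity change below a set negative limit, meaning inhibition stronger than a set level, cut at about -70% in these data; inconclusive means activity change between two set negative limits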; further: on the % scale 0 is the no-effect control and ±100 the full control effect
Target sequence (P16473 whole entry, looked up): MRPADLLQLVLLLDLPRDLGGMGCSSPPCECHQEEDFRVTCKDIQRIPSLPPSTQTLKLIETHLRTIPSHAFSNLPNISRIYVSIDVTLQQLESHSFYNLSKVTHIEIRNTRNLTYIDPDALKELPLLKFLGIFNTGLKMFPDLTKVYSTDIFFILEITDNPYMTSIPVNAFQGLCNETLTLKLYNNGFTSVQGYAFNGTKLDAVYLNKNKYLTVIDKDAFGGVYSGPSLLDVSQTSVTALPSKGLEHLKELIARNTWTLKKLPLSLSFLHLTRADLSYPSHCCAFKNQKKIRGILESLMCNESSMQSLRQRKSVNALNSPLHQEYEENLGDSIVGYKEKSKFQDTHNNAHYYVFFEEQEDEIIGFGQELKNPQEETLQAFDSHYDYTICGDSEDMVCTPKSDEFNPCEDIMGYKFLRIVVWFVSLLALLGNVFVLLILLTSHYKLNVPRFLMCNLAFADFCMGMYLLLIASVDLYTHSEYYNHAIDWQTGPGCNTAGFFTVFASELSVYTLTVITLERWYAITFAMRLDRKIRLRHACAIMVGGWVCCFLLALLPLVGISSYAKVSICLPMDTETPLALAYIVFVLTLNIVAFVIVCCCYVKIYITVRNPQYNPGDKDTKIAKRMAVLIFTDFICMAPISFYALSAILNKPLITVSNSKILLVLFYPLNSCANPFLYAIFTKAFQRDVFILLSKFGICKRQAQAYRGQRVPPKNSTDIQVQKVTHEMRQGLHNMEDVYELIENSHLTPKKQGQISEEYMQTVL
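Competitive HTRF cAMP read-out (cryptate anti-cAMP antibody, cAMP-d2; 30 min, room temperature) in freshly harvested TSHR cells. Compounds added before TSH at EC80 (4nM final), followed by 2 hours' incubation at 37 deg C.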
* = called active by the depositor; ? = inconclusive; / = not tested or not shown; & = joins results of further samples; [ ] = dose if it differs, or a comment. Unless noted, the call rests on the fitted dose curve; in most records, active means well fitted curve in the direction sought with a large enough effect; inconclusive means small, poorly fitted or top-dose-only effect, or another doubt; inactive means no such curve, though single readings can be large; an effect the other way counts as inactive or inconclusive.

Structure	Tb PFK inh	TCR activator	AT treatment	GALK inhibitor	BCR signal inh	FBPA coupling cs	hERG WT inh	CXXC DNA block	Giardia killer	TSHR antag
COc1cc(NC(=O)c2ccc(=O)[nH]n2)cc(OC)c1OC	-1%	-9%	4%	/	3%	0	-3	3%	11	-4
COC(=O)c1c(NC(=O)CSc2nnc3ccccn23)sc2c1CCC2	0%	2%	-1%	2%	-4%	2	-17	11%	-19	-1
CC(Oc1ccc(Br)cc1)C(=O)N1CCN(c2ccccn2)CC1 (stereo not drawn)	-7%	3%	13%	-3%	11%	/	-8	9%	-17	-4
Cc1cc2nc(-c3ccc(SCc4ccccc4C#N)nc3)[nH]c2cc1C	1%	-5%	4%	-1%	8%	-5	-17	9%	-2	-20
COC(=O)C1=C(C)N(Cc2ccccc2)C(=S)N[C@H]1c1ccc(Br)cc1	-1%&5%	-1%	8%&1%	/	?	-1	2	-5%	4	19&-6
CCN(C(=O)C1CCN(c2nc(-c3ccc(OC)cc3)no2)CC1)c1ccccc1	0%	2%	2%	/	0%	-2	23	/	-16	-16
N#Cc1ccccc1NC(=O)Nc1cccs1	-1%	0%	2%	-2%	-18%	0	1	2%	9	6
CSC(=NC#N)N1CCN(c2ccccn2)CC1	-6%	2%	1%	7%	0%	3	8	12%	?	7
CCn1c(C)nnc1SCC(=O)NC1CCCC1	1%	10%	-1%	10%	-1%	2	-12	4%	6	0
Cc1ccc(-c2nnc3sc(CCc4ccccc4)nn23)cc1	-10%	0%	8%	0%	?	3	0	-2%	-7	10
CN(C)/C(=N\OC(=O)c1ccccc1)c1nonc1N	7%	-2%	1%	-1%	-2%	-1	-2	0%	-2	6
CNC(=O)C1(C)C=CCN1C(=O)c1ccccc1 (stereo not drawn)	1%	-9%	13%	/	2%	3&2	-9	-3%	30[activator]	7
COc1ccc(Cl)cc1CSc1ncn[nH]1	-3%	3%	27%	-1%	1%	0	2	5%	3	2
C#CCOCCOCCOCCNc1nc(N2CCN(C(=O)CCCCCCCCCCNC(=O)[C@H](CO)n3cc(CCCSC)nn3)CC2)nc(N2CCN(C(=O)CCCCCCCCCCNC(=O)[C@H](CCCCN)n3cc(CCO)nn3)CC2)n1	16%	-2%	3%	/	?	/	-4	/	-4	6
CCCCCOC(=O)Cc1c(O)c2ccccc2n(C)c1=O	4%	1%	3%	6%	?	0	5	-5%	5	-7
COc1ccc(S(=O)(=O)N2CCCCC2)cc1NC(=O)CNc1ccccc1C(C)=O	0%	-5%	-6%	/	?	/	9	/	19	-15
COc1ccccc1NC(=O)CN1CCSc2ccccc21	5%	4%	10%	12%	?	-10	-19	3%	-7	0
CCOC(=O)c1c(NC(=O)CSc2nnnn2CC)sc(C)c1C	-1%	-17%	8%	1%	?	1	-5	-1%	-1	-10
CC(=O)c1ccc(OCC(O)CN2CCC(C)CC2)cc1 (stereo not drawn)	7%	9%	15%	2%	0%	1	-13	12%	-8	8
CN(C)C(=O)CCc1ccc2c3c([nH]c2c1)[C@]1(C)[C@@H](C(=O)N2CCOCC2)C[C@H](CC(=O)NCc2ccco2)C(=O)N1CC3	0%	-2%[46.1 µM]	10%	/	?	/	-1	/	7	2

Part of the list above, reformatted.
Sequence of screens – Tb PFK inh | TCR activator | AT treatment | GALK inhibitor | BCR signal inh | FBPA coupling cs | hERG WT inh | CXXC DNA block | Giardia killer | TSHR antag
CCN(C(=O)C1CCN(c2nc(-c3ccc(OC)cc3)no2)CC1)c1ccccc1
 : 0% | 2% | 2% | / | 0% | -2 | 23 | / | -16 | -16
CC(=O)c1ccc(OCC(O)CN2CCC(C)CC2)cc1 (stereo not drawn)
 : 7% | 9% | 15% | 2% | 0% | 1 | -13 | 12% | -8 | 8
C#CCOCCOCCOCCNc1nc(N2CCN(C(=O)CCCCCCCCCCNC(=O)[C@H](CO)n3cc(CCCSC)nn3)CC2)nc(N2CCN(C(=O)CCCCCCCCCCNC(=O)[C@H](CCCCN)n3cc(CCO)nn3)CC2)n1
 : 16% | -2% | 3% | / | ? | / | -4 | / | -4 | 6
COC(=O)c1c(NC(=O)CSc2nnc3ccccn23)sc2c1CCC2
 : 0% | 2% | -1% | 2% | -4% | 2 | -17 | 11% | -19 | -1
N#Cc1ccccc1NC(=O)Nc1cccs1
 : -1% | 0% | 2% | -2% | -18% | 0 | 1 | 2% | 9 | 6
COC(=O)C1=C(C)N(Cc2ccccc2)C(=S)N[C@H]1c1ccc(Br)cc1
 : -1%&5% | -1% | 8%&1% | / | ? | -1 | 2 | -5% | 4 | 19&-6

The list goes on:
Structure	Tb PFK inh	TCR activator	AT treatment	GALK inhibitor	BCR signal inh	FBPA coupling cs	hERG WT inh	CXXC DNA block	Giardia killer	TSHR antag
Cc1ccc(NC(=O)NNC(=O)C2CC(c3cccnc3)=NO2)cc1 (stereo not drawn)	4%	-8%	3%	-1%	1%	/	-4	0%	-7	19
O=C1CCc2cc(S(=O)(=O)NCc3ccccc3)cc3c2N1CC3	-5%	8%	-1%	/	?	/	-4	/	2	9
COc1ccc(-c2noc(-c3ccoc3C)n2)cc1	-4%	2%	2%	1%	?	1	/	0%	-1	-6
CCn1cc(C(=O)NCc2ccccc2OC)c(=O)c2cc(S(=O)(=O)N(C)C)ccc21	-1%	-1%	-5%	1%	?	-1	-2	-5%	1	-3
C=CC(C)(C)O[C@@H]1O[C@H](CO)[C@@H](O)[C@H](O)[C@H]1O	1%	-5%	-12%	/	0%	/	6	/	12	8
c1ccc2c3nnc4n(c-3nc2c1)CCCS4	7%	/	-2%	3%	-1%	4	-8	-2%	-7	1
CC(C)=CC(=O)Nc1nnc(-c2ccccc2C)s1	0%	-4%	1%	2%	-8%	3	-15	-5%	2	-18
CC1Nc2ncnc(N3CCOCC3)c2N(Cc2ccccc2)C1=O (stereo not drawn)	0%	8%	-1%	/	-5%	/	-11	/	-12	-3
O=[N+]([O-])c1cc(S(=O)(=O)N2CCCC2)ccc1NN=C1CCCC1	1%	12%[46.1 µM]	3%	0%	0%	1	2	7%	-2	-2
O=C(COC(=O)c1ccccc1F)Nc1ccc(S(=O)(=O)N2CCOCC2)cc1	3%	-4%	-2%	/	0%	/	25	/	7	8
NC(=O)CN1CCN(Cc2ccc3c(c2)OCO3)CC1	-2%	/	1%	6%	1%	1	-2	-8%	-14	2
O=C(NCc1ccc(F)cc1)C(=O)NCC1OCCN1S(=O)(=O)c1cccs1 (stereo not drawn)	-19%	-21%	2%	/	2%	0	0	10%	-22	-3
C/C(=N\NC(=O)CNc1cccc(Cl)c1C)C1CC1	21µM*	-9%	4%	0%	0%	1	5	-10%	-16	-8
C=CCn1c(SCC(=O)Nc2nccs2)nnc1-c1ccco1	0%	1%	-5%	-3%	1%	1	6	0%	0	29
Cc1nc(Nc2ccc(F)cc2)nc(Nc2ccc(F)cc2)c1[N+](=O)[O-]	0%	6%	-11%	5%	16%	0	-10	-4%	40[activator]	19
COc1ccc(Cl)cc1NC(=O)c1c(-c2ccccc2)noc1C	4%	4%	-1%	1%	1%	2	3	8%	3	-10
CCc1ccc(OCC(=O)Nc2ccc3c(c2)OCCO3)cc1	-3%	-2%	-3%	5%	-18%	0	-5	24%	4	-11
COc1cccc(Cn2cc(N)cn2)c1	2%	9%	4%	-1%	4%	-2	/	-13%	4	-7
CC12C(=O)N(c3ccccc3)C(=O)C1C(c1ccccc1)N1CCCN12 (stereo not drawn)	-6%	-29%	3%	2%	?	3	-1	-23%	-6	7
CCCS(=O)(=O)n1nc(-c2ccccc2)cc1N	4%	10%	16%	3%	?	0	9	5%	-4	15
O=C(O)CCc1ccc(-c2ccccc2)n1NC(=O)c1cccs1	-5%	-6%	-3%	12%	5%	1	14	0%	1	11
O=C(CCCn1cnc([N+](=O)[O-])n1)Nc1cccc(Cl)c1Cl	2%	-4%[46.1 µM]	-5%	-1%	-1%	1	-2	-7%	?	10
CCCOC(=O)C(C)n1cnc2sc(C)c(C)c2c1=O (stereo not drawn)	2%	-3%	0%	-2%	7%	-1	3	-11%	-2	1
